Screens from PubChem.
CAL PDZ FP-1: CAL PDZ peptide-binding inhibitors, primary screen, biochemical, fluorescence polarization, Cer-tagged CAL PDZ, HTS. Golgi-associated PDZ and coiled-coil motif-containing protein (Homo sapiens), Q9HD26. purified CAL PDZ, TMR-peptide fluorescence polarization, 1 h. inhibition, % at 20 µM. 330,000 compounds, 0.02% hits. AID 504414, 2011;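 active = highest replicate inhibition of at least 40%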;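 also: plate controls were DMSO neutral control wells for no effect and unlabeled competitor peptide control wells for full effect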
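Material – purified CerCALP PDZ construct · Detection – FP readout, S and P plane fluorescence · Measure – percent inhibition from loss of millipolarization · Controls – unlabelled peptide for full inhibition, DMSO wells as neutral · Probe or stimulus – TMR-labelled reporter peptide T*-PRC34 bound in PDZ groove · Times – 1 h at RT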
AddAB inh: growth inhibition of E. coli expressing H. pylori AddAB, primary screen, AddAB inhibitor project, absorbance. 330,000 compounds, 0.29% hits. inhibition, % at 11.9 µM. AID 435030, 2010; in the data active = inhibition above about 12%;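 also: 0% = vehicle wells of infected cells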
phage Ecoli inh: growth loss of phage-infected E. coli, primary screen, RecBCD inhibitor project, absorbance, with phage, HTS; AID 651602, 2012; 360,000 compounds, 0.26% hits; inhibition, % at 11.9 µM; in the data active = inhibition above about 11%
SR-BI HDL uptake: inhibitors of SR-BI mediated HDL lipid uptake, primary screen, ldlA[mSR-BI] cells, fluorescence, single point | Scavenger receptor class B member 1 (Mus musculus), Q61009 | ldlA[mSR-BI] CHO cells, DiI-HDL uptake fluorescence, 3 h | inhibition, % at 12.5 µM | 320,000 compounds, 0.96% hits | AID 488896, 2010;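 active = mean replicate inhibition of at least 70% and a set share of replicates each scoring 70 or more; inconclusive = meets just one of the two criteria; inactive = fails both criteria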;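 also: 0% = median of neutral control wells and 100% = median of positive control wells; values of inactives mirror those of a sister screen read the other way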
Target sequence (Q61009 whole entry, looked up): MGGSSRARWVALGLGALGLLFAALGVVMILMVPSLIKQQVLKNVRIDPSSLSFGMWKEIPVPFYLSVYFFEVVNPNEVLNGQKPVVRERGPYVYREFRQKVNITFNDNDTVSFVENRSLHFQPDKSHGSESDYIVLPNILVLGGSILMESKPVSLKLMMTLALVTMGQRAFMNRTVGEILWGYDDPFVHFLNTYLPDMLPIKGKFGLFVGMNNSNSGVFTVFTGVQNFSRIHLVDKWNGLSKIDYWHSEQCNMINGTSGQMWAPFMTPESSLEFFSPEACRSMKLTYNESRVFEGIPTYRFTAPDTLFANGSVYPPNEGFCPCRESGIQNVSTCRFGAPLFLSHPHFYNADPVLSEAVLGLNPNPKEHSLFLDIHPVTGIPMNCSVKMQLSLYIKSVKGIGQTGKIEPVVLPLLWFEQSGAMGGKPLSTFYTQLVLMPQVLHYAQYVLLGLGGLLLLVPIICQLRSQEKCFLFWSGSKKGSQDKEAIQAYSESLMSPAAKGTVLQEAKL
MITF TRPM1 HTS: activators of MITF-driven TRPM1 promoter reporter, primary screen, cell-based, SK-MEL-5, luciferase, single point; SK-MEL-5 TRPM1-promoter luciferase, 24 h; % of positive control, neutral wells = 0; activation, % at 12.5 µM; 300,000 compounds, 0.75% hits;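 active = mean activation of at least 80% with every replicate also reaching 80%; inconclusive = mean reaches 80% but some replicate falls short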;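 also: 0% = neutral control wells and 100% = parthenolide positive control wells; values of inactives mirror those of a sister screen read the other way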
CAL PDZ FP-2: untagged CAL PDZ binding inhibitors, primary screen, biochemical, fluorescence polarization, HTS; Golgi-associated PDZ and coiled-coil motif-containing protein (Homo sapiens), Q9HD26; purified CAL PDZ, TMR-peptide fluorescence polarization, 1 h; inhibition, % at 24.9 µM; 300,000 compounds, 0.92% hits; AID 602252, 2012;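 active = mean inhibition of at least 30% with at least half of replicates also reaching 30%; inconclusive = no clear call, values can overlap the other calls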;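 also: 0% = DMSO neutral control and 100% = excess unlabeled competitor peptide PRC23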
Tat export inh: E. coli Tat export inhibitors, primary screen, MC4100, TorA-mCherry reporter, fluorescence, single point. inhibition, % at 10 µM. 340,000 compounds, 0.036% hits. AID 488895, 2010;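 active = mean replicate inhibition at least 50% and at least half of replicates individually reaching 50%; inconclusive = only one of the two criteria met; inactive = neither criterion met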;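 also: exported cargo escapes ClpAP degradation while cytoplasmic cargo is degraded and loses fluorescence; 0% = median of neutral control wells and 100% = median of NaSCN control wells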
E coli growth: E. coli V3065 growth inhibition, primary screen, counter-screen for AddAB inhibitor project, absorbance, OD600. 18 h. inhibition, % at 11.9 µM. 330,000 compounds, 0.27% hits. AID 449728, 2010;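 active = inhibition above the campaign's mean inhibition across all tested compounds plus 3 SD, cut at about 9.9% in these data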;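 also: uninfected addAB+ strain grown without phage in ampicillin broth; 0% = DMSO wells and 100% = ciprofloxacin 0.95 µg/ml wells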
Wnt bcat act: Wnt/beta-catenin pathway activators, primary screen, cell-based, plate reader, single point; Wnt/beta-catenin reporter cell assay, activator; activation, % at 9.35 µM; 300,000 compounds, 1.2% hits; AID 743398, 2014; in the data active = activation above about 30%, passing the limit was not always enough; inconclusive = no clear call, values can overlap the other calls;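 also: 0% = neutral control wells and 100% = positive control wells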
SR-BI uptake up: activators of SR-BI mediated DiI-HDL uptake, primary screen, ldlA[mSR-BI] CHO cells, DiI fluorescence | 320,000 compounds, 0.096% hits | activation, % at 12.5 µM | 3 h; 100 = double the neutral-control signal;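 active = mean replicate activation of at least 60% and every replicate at or above 60%; inconclusive = mean or all-replicate condition met, but not both; inactive = mean below 60% and not all replicates reaching 60%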;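 also: 0% = median plate neutral-control signal and 100% = twice that signal; values of inactives mirror those of a sister screen read the other way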
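Assay system: LDL receptor-deficient CHO ldlA cells overexpressing murine SR-BI / Medium: BSA-supplemented, HEPES-buffered Ham's F12, pH 7.4 / Probe or stimulus: DiI-labelled HDL at 10 µg/mL final / Timing: compound with DiI-HDL co-incubation, 3 h at 37 °C / Technique: bottom-read cell fluorescence after medium removal, ex 550/em 595 nm / Measure: HDL uptake via cellular fluorescence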
Active calls of the source: *; u = inconclusive; x = not tested or not shown. Outcome played no part in choosing rows; 3.6% or so of the library scored in one or more.

SMILES	CAL PDZ FP-1	AddAB inh	phage Ecoli inh	SR-BI HDL uptake	MITF TRPM1 HTS	CAL PDZ FP-2	Tat export inh	E coli growth	Wnt bcat act	SR-BI uptake up
CN(c1ccccc1C(=O)Nc1ccc(S(=O)(=O)N2CCCC2)cc1)S(C)(=O)=O	-0.9	1.1	1.5	-8	5	1	-2	0.9	x	8
Cc1cc(C(=O)COC(=O)c2ccc(F)cc2)c(C)n1C	0.4	1.3	1.2	8	43	x	-3	0.4	30	-8
S=C(Nc1ccccc1)N(CCN1CCOCC1)Cc1cccc(Cl)c1	-1.3	-0.9	2.9	5	6	-1	-4	3.6	0	-5
CN(C)S(=O)(=O)c1ccc(Cl)c(NC(=O)CN2CCNC(=O)C2)c1	-1.6	1.2	0.6	-21	-2	-2	-3	-1.1	0	21
COC(=O)c1c(NC(=O)CN2CCN(C(=O)c3ccco3)CC2)c2cc(C)ccc2n1C	x	-0.1	2.6	25	x	5	1	2.5	x	-25
C/C=C/c1ccc(OCC(=O)Nc2cc(S(=O)(=O)N3CCOCC3)ccc2N2CCCC2)c(OC)c1	-3.8	0.1	1.0	64	-14	-5	5	0.8	0	-64
O=C(CSC1=NS(=O)(=O)c2cc(F)ccc2N1)Nc1cccc(F)c1	-1.9	1.4	4.4	-27	-2	-1	-5	2.5	0	27
Cc1ccc2c(SCC(=O)NCc3ccco3)nc(-c3ccc(F)cc3)nc2c1	-0.4	0.9	0.9	50	-6	-1	-7	-3.1	-2	-50
CNc1nnc(CSc2nc(C)cc(C)n2)s1	-0.1	1.9	1.7	6	-4	-1	-4	-1.9	x	-6
O=C(Cc1cccc2ccccc12)OCn1nnc2ccccc2c1=O	0.1	-4.5	3.3	-18	-2	2	0	-0.9	2	18
CC(C)[C@H](NC(=O)c1cccc(CN(Cc2ccccc2)C(=O)c2ccccc2)c1)C(=O)O	-0.7	-0.8	-3.3	2	-3	-5	-11	-1.4	0	-2
CC(C)(C)CC(=O)Nc1ccccc1N1CCN(c2ccc(F)cc2)CC1	-1.4	0.5	1.0	6	x	-3	-13	2.2	-3	-6
Cc1ccc(C(=O)CSc2nnc(-c3ccco3)n2CC2CCCO2)cc1 (stereo not drawn)	-0.5	2.1	0.9	x	2	-5	5	1.9	x	x
CCOC(=O)[C@@H]1[C@H]2COc3ccccc3[C@@H]2N2C(=O)N(c3ccccc3)C(=O)[C@]12C	-0.6	5.5	-3.2	-15	5	1	8	1.9	-4	15
CCCCSc1nc(N)c(C#N)c(-c2cccs2)c1C#N	-3.8	2.8	3.4	27	2	x	11	0.5	-1	-27
O=C1NC(=O)C(CCc2ccccc2)(c2ccccc2)N1 (stereo not drawn)	-0.8	x	1.0	-21	19	x	13	x	-3	21
O=C(COC(=O)c1cc(=O)[nH]c2ccccc12)NCc1ccccc1Cl	-1.2	0.8	3.6	-3	2	-1	-1	2.0	-2	3
O=C(c1ccccc1)N1CCN(C(=O)c2cc3ccccc3oc2=O)CC1	-0.7	1.0	3.0	x	x	-4	-1	-1.1	-1	x
COc1ccc(N(CC(=O)NCc2ccc(F)cc2)C(=O)Cn2nnc(-c3ccc(C)o3)n2)cc1OC	-3.5	0.3	2.5	46	-5	-4	4	-0.6	-1	-46
COc1ccccc1NC(=O)c1ccc2c(c1)N(CC(=O)NC(C)(C)C)C(=O)C(C)(C)O2	0.7	2.0	1.8	-8	-8	-3	-1	0.8	-2	8
CCOC(=O)c1cccnc1NC(=O)c1ccncc1	-0.8	-0.5	2.2	-1	6	1	3	-1.9	1	1
COc1cccc(C(=O)NCCS(=O)(=O)N(C)C2CCCCC2)c1	0.1	2.0	1.9	-17	2	5	-5	1.4	-1	17
COc1ccc(Cc2nc3ccc(C(=O)N(C)C(C)c4ccon4)cc3o2)cc1 (stereo not drawn)	0.5	-1.5	-0.2	-4	63	34*	-2	1.6	7	4
Cc1cc(C)n2nc(SCC(=O)NC(=O)c3ccc(OC(F)F)cc3)nc2n1	-1.3	0.0	2.5	-24	3	x	-8	-2.4	0	24

Three compounds from above, sorted by SMILES length, high to low.
SMILES	CAL PDZ FP-1	AddAB inh	phage Ecoli inh	SR-BI HDL uptake	MITF TRPM1 HTS	CAL PDZ FP-2	Tat export inh	E coli growth	Wnt bcat act	SR-BI uptake up
O=C(COC(=O)c1cc(=O)[nH]c2ccccc12)NCc1ccccc1Cl	-1.2	0.8	3.6	-3	2	-1	-1	2.0	-2	3
COc1cccc(C(=O)NCCS(=O)(=O)N(C)C2CCCCC2)c1	0.1	2.0	1.9	-17	2	5	-5	1.4	-1	17
CCOC(=O)c1cccnc1NC(=O)c1ccncc1	-0.8	-0.5	2.2	-1	6	1	3	-1.9	1	1

Further structures.
SMILES	CAL PDZ FP-1	AddAB inh	phage Ecoli inh	SR-BI HDL uptake	MITF TRPM1 HTS	CAL PDZ FP-2	Tat export inh	E coli growth	Wnt bcat act	SR-BI uptake up
Cc1cc(OCC(=O)Nc2ccccn2)c2c(C)c(C)c(=O)oc2c1	-1.6	0.8	0.4	-2	2	1	-1	0.2	5	2
Cc1cc(NC(=O)CCC(=O)N(Cc2cccs2)C(C(=O)NC2CCCC2)c2ccccc2)no1 (stereo not drawn)	-0.7	1.4	2.8	-19	0	-5	-9	-2.3	-1	19
Cc1cc(N2CCN(C(=O)c3ccco3)CC2)n2nc(-c3cccc(F)c3)cc2n1	x	-0.6	3.0	46	-1	-4	-10	-1.9	x	-46
Cc1cc(O)c2c(c1)C(O)(C1OC(CO)C(O)C(O)C1O)c1cccc(O)c1C2=O (stereo not drawn)	-0.4	3.8	2.5	-13	-1	-1	-4	0.3	0	13
N#CC1=C(N)N(c2ncn[nH]2)C2=C(C(=O)CCC2)C1c1ccc(F)cc1 (stereo not drawn)	0.9	3.8	5.0	-9	-19	1	7	-0.7	-1	9
COc1ccc(Nc2nc(N)c([N+](=O)[O-])c(NCCO)n2)cc1	x	0.3	-0.8	x	x	x	x	-2.3	-2	x
CNC(=O)NNC(=O)c1csc(-c2ccc(C(F)(F)F)cc2Cl)n1	0.3	2.6	0.1	-3	x	x	-4	3.7	-1	3
Nc1nnc(SCc2ccccc2F)n1-c1ccccc1	-1.3	5.2	2.5	-14	4	2	-3	3.0	-4	14
O=C(Nc1cccc(-c2cn3c(n2)SCC3)c1)c1ccc2ccccc2n1	-0.5	-0.9	-0.8	76*	63	1	1	-3.0	41*	-76
Cc1ccc(C)c(S(=O)(=O)Nc2cc3c4c(c2)CCN4C(=O)CC3)c1	1.5	0.3	-2.7	34	9	-4	0	1.5	-1	-34
CCO[C@@H]1OC(C(=O)NCc2nc3ccccc3[nH]2)=C[C@H](c2csc3ccccc23)[C@H]1CCCO	-0.3	1.5	2.0	37	-8	3	12	-0.7	-3	-37
COc1ccc2oc(C(=O)OCc3c(C)noc3C)c(C)c2c1	-4.4	0.7	3.9	-11	22	-3	-9	-0.2	2	11
CC(C)N1CCN(CC#Cc2ccccc2)CC1CCO (stereo not drawn)	-3.4	-1.3	0.9	-28	-10	2	-2	-1.1	23	28
OCCCNc1ncnc2oc(-c3ccccc3)c(-c3ccccc3)c12	-4.1	x	0.7	0	-4	-6	9	x	-1	0
CCOC(=O)C1CCCN(C(=O)c2cccc(S(=O)(=O)N3CCCC3)c2)C1 (stereo not drawn)	-2.9	0.9	0.5	16	-1	-1	-5	1.2	3	-16
CN(CC1CCCO1)S(=O)(=O)c1ccc(C(=O)Nc2ccc([N+](=O)[O-])cc2)cc1 (stereo not drawn)	25	2.7	0.7	65	-11	-3	-7	-2.9	0	-65
CCCCN1CCNC1=S	-0.1	-0.7	0.5	-10	1	-4	-6	1.7	0	10
Cc1ccc(C)c(OCCn2cc(/C=C(\C#N)C(=O)NCc3cccs3)c3ccccc32)c1	-0.8	1.4	2.7	31	16	-1	-1	-0.8	-3	-31
CC(=NC1CCN(Cc2ccccc2)CC1)c1c(O)[nH]c(=O)[nH]c1=O	-0.6	2.1	2.5	1	-8	x	-9	2.3	x	-1
Cc1ccc2cccc(S(=O)(=O)Nc3c(C)n(C)n(-c4ccccc4)c3=O)c2n1	0.0	-0.7	0.4	-16	0	x	-5	-2.1	x	16
COc1cc2oc3ccccc3c2cc1N(CC(=O)N1CCCCC1)S(=O)(=O)c1ccc(C)cc1	-0.3	1.1	1.7	-28	-3	-2	5	0.6	x	28
CCc1ccc(NC(=O)CN2C(=O)C(=O)N(Cc3ccccc3)C2=O)cc1	x	1.7	4.9	x	x	x	x	2.3	4	x
Cn1c(=NC(=O)CS(=O)(=O)c2ccccc2)sc2ccccc21	-2.4	4.2	3.0	-38	71	-2	0	2.0	17	38
C=CCNC(=O)NC(=O)CN1C(=O)NC(c2ccccc2)(c2ccccc2)C1=O	0.2	4.2	2.4	-7	-1	-7	6	1.1	-5	7
Cc1ccc(S(=O)(=O)Nc2nc3ccccc3nc2NCC2CCCO2)cc1C (stereo not drawn)	-1.6	2.2	1.8	2	7	1	2	1.5	2	-2
CCC(C)c1ccccc1N1CC(C(=O)N2CCN(S(=O)(=O)c3cccc([N+](=O)[O-])c3)CC2)CC1=O (stereo not drawn)	-1.6	x	2.4	10	-17	-6	-14	x	-4	-10
O=C(CSc1ncnc2c1oc1ccccc12)NCC1CCCO1 (stereo not drawn)	-2.3	0.3	1.2	2	-2	-2	-4	-0.1	x	-2
CCN(CC(=O)Nc1ccc(OC)cc1)C(=O)c1cc(-c2cccs2)nn1-c1ccccc1	-0.9	1.6	1.5	13	-8	3	7	0.0	0	-13
CC(=O)c1ccn(S(=O)(=O)c2ccc(Cl)cc2)c1	0.2	-0.3	2.7	-12	-9	x	6	0.0	2	12
CCOC(=O)C1CCN(C(=O)c2cn(CCOC)c(=O)c3c2c2ccccc2n3C)CC1	-0.7	0.3	2.6	-5	12	-1	1	-0.2	-1	5
O=C(Nc1ccc(SC(F)F)cc1)C1=CC=CN2CCS(=O)(=O)N=C12	-0.8	1.1	0.7	1	17	-12	-11	-1.5	5	-1
COc1ccc(-c2nc3ccccc3o2)cc1NC(=O)c1ccc(Br)o1	-0.3	-1.8	2.1	-5	-9	-6	u	0.8	x	5
O=C(Nn1c(=O)[nH]c2ccsc2c1=O)c1ccccc1	-1.0	1.1	3.1	-19	-3	2	2	-0.6	x	19
